Source: PubChem (National Center for Advancing Translational Sciences (NCATS))
Vif-A3G inh = Vif-A3G binding inhibition | Q9HC16 | HeLa A3G-eYFP + Vif (tagged APOBEC3G with the HIV-1 protein that degrades it), YFP fluorescence, overnight | Potency, µM (titrated, usually from 46.1 µM), for inactives: top-dose activity, negative = active, hits mostly inhibitors | 410,000 compounds, 0.076% hits | AID 602310;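 further: potency means the concentration at half of the fitted maximal effect; on the % scale 0 is the no-effect control and ±100 the full control effect; nearly all actives have a fitted effect of over 60% in size; hits raise eYFP signal because A3G escapes Vif-driven loss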
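Read-out is eYFP fluorescence (Ex 488/Em 500-530) from Vif-expressing HeLa A3G-eYFP cells; more signal means A3G escaped Vif-mediated degradation. Cells plated overnight, compound pinned in, incubated overnight at 37 deg C.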
TrxR1 substrate = rat thioredoxin reductase 1 substrate activity. purified TrxR1 substrate turnover, NADPH consumption readout. Potency, µM (highest dose often 114 µM), without a hit: at the highest dose activity change, negative = substrate turnover. 390,000 compounds, 0.01% hits; further: potency means the concentration at half of the fitted maximal effect; on the % scale 0 is the no-effect control and ±100 the full control effect; nearly all actives have a fitted effect of over 50% in size
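Rat TrxR1, dispensed at 90 nM, was prereduced with 400 uM NADPH (final) for 5 min at ~22 deg C, then incubated with compound 15 min before 400 uM selenite. A first-read NADPH fluorescence drop versus no-compound background flagged substrates.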
USP1-UAF1 inh = inhibitors of human USP1/UAF1 deubiquitinase; O94782; recombinant USP1/UAF1, Ub-Rhodamine cleavage fluorescence; Potency, µM (series often up to 57.1 µM), inactives show at the highest dose activity change, negative = inhibition, most hits filed as inhibitors; 390,000 compounds, 0.23% hits; AID 743255; further: potency means the concentration at half of the fitted maximal effect; on the % scale 0 is the no-effect control and ±100 the full control effect; nearly all actives have a fitted effect of over 60% in size; inactives centre near -12
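In this screen, compounds sit with the deubiquitinase complex (1nM) for 15 min at room temperature before Ub-Rho is added at 150nM final. Fluorescence rise is then followed for 6 reads every 60 seconds.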
LDHA block = inhibitors of human lactate dehydrogenase A; activity change, % (values are at about 110 or 230 µM); purified LDHA, NADH/diaphorase-resazurin fluorescence; active compounds read low; P00338; 480,000 compounds, 0.15% hits; in the data active means activity change below about -30%; inconclusive means mostly about -25% to -30%;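 further: plate controls were DMSO wells for no effect and wells without enzyme for full effect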
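Human LDH5 at 2 nM final in Tris HCl pH 7.4 with 0.06 mM NADH and 0.2 mM pyruvate, reacted 5 minutes at room temperature. Remaining NADH coupled via diaphorase/resazurin; resorufin fluorescence read at 0 and 20 minutes, normalized to enzyme-free and DMSO wells.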
Glioma ERSR ind = inducers of ER stress response in human glioma cells; AID 602332; 420,000 compounds, 0.02% hits; U87-MG GRP78 promoter luciferase reporter, 16 h; Potency, µM, for inactives: top-dose activation, actives largely listed as activators; further: potency means the concentration at half of the fitted maximal effect; series mostly up to about 76 µM; % of control where 0% means no effect; nearly all actives have a fitted effect of over 35% in size
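Stably transfected U87-MG glioma cells carrying a GRP78-based luciferase sensor; 16 h compound incubation. Luminescence end-point read 10 min after Bright-Glo addition at room temperature.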
IDH1 R132H inh = blocks human mutant IDH1 R132H enzyme. IDH1-R132H enzyme, NADPH consumption, diaphorase/resazurin fluorescence. Potency, µM (titrated, usually from 76.6 µM), without a hit: at the top dose activity change, negative = inhibition, usual class: inhibitors. 390,000 compounds, 0.093% hits. O75874; further: potency means the concentration at half of the fitted maximal effect; on the % scale 0 is the no-effect control and ±100 the full control effect; nearly all actives have a fitted effect of over 65% in size
Target sequence (O75874 whole entry R132H, stated change not applied): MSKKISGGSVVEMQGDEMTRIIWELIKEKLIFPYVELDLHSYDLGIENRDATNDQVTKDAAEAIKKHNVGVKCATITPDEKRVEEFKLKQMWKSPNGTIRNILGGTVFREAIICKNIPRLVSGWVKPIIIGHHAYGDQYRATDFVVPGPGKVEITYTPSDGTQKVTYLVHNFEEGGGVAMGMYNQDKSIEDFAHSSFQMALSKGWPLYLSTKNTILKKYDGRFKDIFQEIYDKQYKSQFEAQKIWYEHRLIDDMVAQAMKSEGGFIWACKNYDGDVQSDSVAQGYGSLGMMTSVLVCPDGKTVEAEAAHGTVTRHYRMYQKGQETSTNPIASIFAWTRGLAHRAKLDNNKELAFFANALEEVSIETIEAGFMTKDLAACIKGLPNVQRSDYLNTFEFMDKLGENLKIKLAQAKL
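IDH1-R132H (0.5 ug/mL dispensed) in pH 7.5 Tris buffer was preincubated 30 min with compound, then given a substrate mix of 0.016 mM NADPH and 2 mM alpha-KG for 80 min at room temperature; remaining NADPH was read by diaphorase/resazurin fluorescence.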
PI4K2A inh = inhibitors of human PI4K2A; purified PI4K2A, ADP-Glo luminescence, 1 h; active compounds read low; activity change, negative = inhibition, % at 76.9 µM; 420,000 compounds, 0.13% hits; in the data active means activity change below about -50%; inconclusive means mostly about -30% to -49%;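 further: -100% = wells without enzyme as full effect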
Target sequence (Q9BTU6 whole entry, looked up): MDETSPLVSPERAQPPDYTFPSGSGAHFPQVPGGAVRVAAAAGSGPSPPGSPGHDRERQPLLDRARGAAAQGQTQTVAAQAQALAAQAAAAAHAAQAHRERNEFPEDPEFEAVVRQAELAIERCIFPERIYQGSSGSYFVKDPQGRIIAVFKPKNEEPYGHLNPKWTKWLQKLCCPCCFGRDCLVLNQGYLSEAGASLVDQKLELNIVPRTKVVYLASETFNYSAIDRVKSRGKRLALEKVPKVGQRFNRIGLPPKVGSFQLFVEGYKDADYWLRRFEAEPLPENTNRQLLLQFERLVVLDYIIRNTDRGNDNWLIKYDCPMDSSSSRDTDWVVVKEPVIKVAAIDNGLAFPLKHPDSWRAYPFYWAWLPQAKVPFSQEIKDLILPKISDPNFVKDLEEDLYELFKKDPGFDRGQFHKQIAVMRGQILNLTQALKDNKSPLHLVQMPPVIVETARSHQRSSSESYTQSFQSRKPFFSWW
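In this quantitative HTS, ADP production by PI4K2A was quantified luminescently after 1 h at ambient temperature; 100 microM adenosine served as plate-quality control.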
Vif-APOBEC3F blk = Vif-A3F binding inhibition; HeLa A3F-eYFP + Vif (tagged APOBEC3F with the HIV-1 protein that degrades it), YFP fluorescence increase; Potency, µM (series often up to 46.1 µM), without a hit: top-dose activity, negative = active; 390,000 compounds, 0.2% hits; AID 602313; further: potency means the concentration at half of the fitted maximal effect; % of control where 0% means no effect; nearly all actives have a fitted effect of over 65% in size
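HeLa cells stably expressing A3F-eYFP plus Vif, plated and incubated overnight at 37 deg C, then exposed to compounds overnight at 37 deg C. Blocked degradation read as raised yellow fluorescence (Ex 488/Em 500-530).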
RXFP1 ag = RXFP1 (human) receptor agonism; Q9HBX9; HEK293T-RXFP1 cAMP TR-FRET, 30 min; response scale: percent of porcine relaxin response, buffer zero; Potency, µM (top dose mostly 57.5 µM), without a hit: at the top dose activation, actives largely listed as activators; 370,000 compounds, 0.3% hits; further: potency means the concentration at half of the fitted maximal effect; on the % scale 0 is the no-effect control and ±100 the full control effect; nearly all actives have a fitted effect of over 60% in size; many of its hits are not listed in these tables
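cAMP rise read by TR-FRET after 30 min, 37C compound exposure (up to 58 uM) in RXFP1-transfected HEK293 cells with Ro 20174 present. EC50 from Hill-equation fits, with 29 nM porcine relaxin as 100% and buffer as basal.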
The depositor's hits bear a star; u = inconclusive; x = not tested or not shown; & = joins results of further samples; [ ] = dose if it differs, or a comment. Unless noted, the call rests on the fitted dose curve; in most records, active means well fitted curve in the direction sought with a large enough effect; inconclusive means small, poorly fitted or top-dose-only effect, or another doubt; inactive means no such curve, though single readings can be large; an effect the other way counts as inactive or inconclusive. The list is partial; the hit share may differ from the screen's.

Below each SMILES – Vif-A3G inh	TrxR1 substrate	USP1-UAF1 inh	LDHA block	Glioma ERSR ind	IDH1 R132H inh	PI4K2A inh	Vif-APOBEC3F blk	RXFP1 ag
O=C(C1CCN(S(=O)(=O)N2CCC3(CC2)OCCO3)CC1)N1CCOCC1
  0%	4%[57.1 µM]	-12%	-4	-1%	-5%	11	-1%	0.3%
CC1(C)Cc2ccccc2C(N)=C1C#N
  -6%	4%[57.1 µM]	-22%	3	0%	9%	4	-13%	0.3%
CCc1ccc2c(c1)c(N=NC1=NC(=O)CS1)c(O)n2C
  4%	u	-3%	-2	-1%	-3%	-19	0%	-0.6%
Oc1oc(-c2ccccc2Br)nc1/C=N/c1ccccn1
  -3%	-3%	-13%	-1	-5%	5%	-1	3%	0.6%
Cc1[nH]n(-c2ccccc2)c(=O)c1C(c1ccccc1[N+](=O)[O-])C(C#N)C#N (stereo not drawn)
  0%	-4%	-21%	0	-2%	-3%	-12	-4%	1.2%
CN(C(=O)CSc1nnc2n1CCCCC2)C1(C#N)CCCCC1
  2%	5%	-9%	-6	-1%	1%	11	1%	x
O=C1CCc2cc(S(=O)(=O)N3CCC(C(=O)NC4CCCC4)CC3)ccc2N1
  3%	6%	-21%	-1	-2%	5%	2	-21%	2.0%
Cn1c(Oc2ccccc2)c(C=O)c2ccccc21
  -5%	-7%	-8%	-6	2%	1%	13	3%	0.3%
COc1ccc(OC)c(S(=O)(=O)N(C)CC(=O)N2CCN(c3ccc(F)cc3)CC2)c1
  0%	7%	0%	-9	-4%	0%	-9	-15%	-2.1%
Cc1cccc(-c2noc(CCC(=O)Nc3ccc(C(N)=O)cc3)n2)c1
  1%	7%	-19%	-5	1%	0%	3	2%	1.1%
COc1ccc(NC(=O)CN(c2ccccc2F)S(=O)(=O)c2ccc(C)cc2)cc1
  -1%	-8%	-3%	-9	-5%	10%	0	10%	0.5%
CCOc1ccccc1NC(=O)C1=C(C)NC(=S)NC1c1cccs1 (stereo not drawn)
  0%	-12%	-11%	-5	0%	4%	7	2%	-1.0%
Cc1ccc(NC(=O)c2cnc(SCC(=O)N3CCOCC3)n(C)c2=O)cc1
  -2%	6%[57.1 µM]	-21%	-1	-4%	0%	-6	3%	18%
Cc1ccc(N(C)C(=O)c2cc(S(=O)(=O)N3CCOCC3)cn2C)cc1
  2%	-3%	-4%	-11	-2%	-7%	3	1%	-2.2%
COC(=O)CSc1nc(C)c(C)c(C)c1C(N)=O
  -2%	4%[57.1 µM]	-19%	-3	-5%	-9%	1	18%	3.1%
COCCN1CCN(C(=O)c2cc(COc3cc(C)ccc3C)on2)CC1
  2%	0%	-27%	2	13%	-2%	-9	-19%	1.4%
COc1ccc(OC(=O)C(C)N2C(=O)c3ccccc3C2=O)cc1 (stereo not drawn)
  -2%	-4%	-12%	0	-3%	3%	4	-7%	-0.3%
COc1cc(-c2nc3ccccn3c2/N=C/c2cccc(F)c2)ccc1O
  1%	2%	-18%	9	-3%	u	-1	0%	-0.6%
O=C(CN1CCCc2ccccc21)Nc1ccc(F)cc1[N+](=O)[O-]
  -4%	-8%	3%	-5	-6%	3%	1	-1%	-0.7%
Cc1ccc(C)c2[nH]c(=O)c(CCNC(=O)C(C)(C)C)cc12
  0%	6%	-24%	-19	-1%	0%	-1	2%	2.8%
CCOC(=O)c1cc(S(=O)(=O)Nc2ccc(C)cc2Cl)[nH]n1
  -3%	0%[57.1 µM]	-17%	1	-2%	7%	-6	-11%	4.5%
Cc1nn(Cc2ccc(F)cc2)c(C)c1NC(=O)CCCn1nc([N+](=O)[O-])cc1C
  -4%	7%	-20%	-7	-3%	1%	2	2%	-0.2%
O=C1CCCc2c1cc(C(=O)Nc1ccc(Br)cn1)c(=O)n2-c1ccccc1
  1%	-9%	-10%	25	3%	11%	1	x	0.6%
CCOC(=O)c1ccc(NC(=S)N2CCC(C(N)=O)(N3CCCCC3)CC2)cc1
  3%	1%[57.1 µM]	-24%	-12	3%	9%	0	7%	-0.5%
CSc1ccc(Cn2c(C)c(C(=O)NCc3ccc(F)cc3)sc2=O)cc1
  1%	x	x	-9	-2%	x	-1	x	x
COc1ccc(CC(=O)Nc2ccc(S(=O)(=O)Nc3ncccn3)cc2)cc1
  0%	-1%[57.1 µM]	-11%	0	-6%	-2%	-5	0%	0.0%
Cc1nc2nc(NC(=O)c3ccc(C(C)(C)C)cc3)[nH]n2c(=O)c1C
  0%	2%	-3%	-5	-5%	30%	2	6%	-2.6%
COCCN1C(=O)c2[nH]nc(-c3ccccc3O)c2C1c1ccc(OC)cc1 (stereo not drawn)
  -6%	3%	-17%	1	-2%	-1%	2	3%	-0.4%
CC1=C(C(=O)Nc2ccccc2)C(c2ccc3c(c2)OCO3)C2=C(CCCC2=O)N1 (stereo not drawn)
  -1%	11%	-14%	0	-1%	4%	5	x	-0.4%
Cc1ccc(-n2c(SCC(N)=O)nc3c(oc4ccccc43)c2=O)cc1C
  4%	-1%	-19%	1	-1%	0%	5	5%	2.1%
Cn1nnnc1SCC(=O)Nc1ccccn1
  -1%	-7%	2%	-4	-1%	2%	-2	-6%	-0.2%
O=C(Nn1cnnc1)c1ccncc1
  0%	3%	-11%	-4	-3%	0%	-1	-2%	3.3%
Cc1sc2ncnc(SCC(=O)Nc3ccc(CN4CCCC4)cc3)c2c1C
  0%	9%	-24%	-1&2	-6%	3%	-3	-17%	0.6%
S=C1NCN(Cc2ccco2)CN1c1cccc2ccccc12
  0%	3%	-13%	-7	0%	4%	5	-1%	2.9%
CC(C)(C)NC(=O)C(=O)NCCC1=CCCCC1
  -2%	0%	-14%	-5	1%	2%	-3	-6%	-0.9%
CC(CC(F)(F)F)N1CCC(n2nccc2NC(=O)CCOc2ccccc2)CC1 (stereo not drawn)
  4%	3%	-12%	1	-2%	-11%	-2	0%	0.6%
CCCN(C(=O)CCNC(=O)Cn1cnc2ccccc2c1=O)c1cccc(Cl)c1
  0%	2%	-4%	0	-1%	-4%	3	-5%	-0.5%
Cc1cccn2c(=O)c3cc(C(=O)NCc4ccco4)c(=N)n(CCOCCO)c3nc12
  5%	253%[activator]	-11%	7	-3%	-2%	-21	2%	-1.1%
NNC(=O)CCCNc1ncc(C(F)(F)F)cc1Cl
  2%	1%[57.1 µM]	-16%	-7	1%	-8%	6	-24%	1.3%
CC1CCc2nc3ccc(S(=O)(=O)N4CCC(C(=O)O)CC4)cc3c(C(=O)O)c2C1 (stereo not drawn)
  3%	8%	-27%	4	-3%	6%	3	3%	-0.3%
COc1ccc(CCNC(=O)CCc2ccc(OC)cc2)cc1
  -6%	8%	-17%	-6	-3%	-3%	-4	-10%	-0.8%
COc1cc(C(=S)N2CCOCC2)ccc1OC(=O)c1cccc(C)c1
  -6%	3%	-27%	-2	3%	15%	-1	-12%	-0.1%
Cc1ccc(NS(=O)(=O)c2ccccc2[N+](=O)[O-])cc1C
  1%	-2%	7%	-1	4%	0%	3	2%	-0.2%
CCN(CC)c1ccc(NC(=O)c2cnn3c(C(F)F)cc(-c4ccccc4)nc23)cc1
  2%	-5%	-22%	1	-1%	8%	3	0%	2.2%
Nn1c(Cc2cccc3ccccc23)nnc1SCc1c(F)cccc1Cl
  -1%	7%	-10%	-11	-3%	-2%	-1	3%	1.5%
Cc1ccccc1COC(=O)c1ccc(-c2nnn(Cc3ccccc3F)n2)cc1
  x	-3%	-22%	0	x	x	-2	x	-2.7%
CNc1ccc(NC(C)=O)cc1[N+](=O)[O-]
  -2%	-8%	0%	-2	-3%	-2%	3	1%	-2.8%
CCN(CC)S(=O)(=O)c1cccc(NC(=O)c2cc3ccccc3o2)c1
  1%	3%[57.1 µM]	-12%	-5	4%	0%	4	3%	3.7%
CCSC1=NC2(CCCCC2)Nc2sc3c(c21)CCCC3
  0%	5%[57.1 µM]	-12%	5	-4%	-3%	-9	5%	0.2%
COc1ccccc1/C=C1/SC(=S)N(CCC(=O)Nc2cccnc2)C1=O
  -4%	-3%	u	-4	6%	0%	-1	-30%	-4.2%
Cc1ccc(NC(=O)CSc2nnc(Cc3csc(C)n3)o2)c(C)c1
  2%	-16%	1%	-5	5%	3%	-2	1%	0.8%
COc1cc(C)ccc1OCc1cc(C(=O)NCCN2CCCC(O)C2)no1 (stereo not drawn)
  -1%	-7%	-13%	-3	0%	9%	3	2%	0.5%
Cc1cc(SCc2cccc(Cl)c2)nc(=O)[nH]1
  3%	-3%	-17%	-18	1%	0%	4	-7%	0.1%

One compound at a time, as listed above:
Profile of `CC(C)(C)NC(=O)C(=O)NCCC1=CCCCC1` : Vif-A3G inh: -2%; TrxR1 substrate: 0%; USP1-UAF1 inh: -14%; LDHA block: -5; Glioma ERSR ind: 1%; IDH1 R132H inh: 2%; PI4K2A inh: -3; Vif-APOBEC3F blk: -6%; RXFP1 ag: -0.9%
Profile of `CC1(C)Cc2ccccc2C(N)=C1C#N` : Vif-A3G inh: -6%; TrxR1 substrate: 4%[57.1 µM]; USP1-UAF1 inh: -22%; LDHA block: 3; Glioma ERSR ind: 0%; IDH1 R132H inh: 9%; PI4K2A inh: 4; Vif-APOBEC3F blk: -13%; RXFP1 ag: 0.3%
